Assay outcomes deposited in PubChem by several laboratories.
S1P4 agonist = agonists of human S1P4 receptor. S1P4-expressing cell line, agonist reporter assay. 0.35% of 220,000 active. O95977. AID 1509. activation, % at 4.98 µM; in the data active = activation above about 11%;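 note: 0% = DMSO vehicle and 100% = reference agonist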
Target sequence (O95977 whole entry, looked up): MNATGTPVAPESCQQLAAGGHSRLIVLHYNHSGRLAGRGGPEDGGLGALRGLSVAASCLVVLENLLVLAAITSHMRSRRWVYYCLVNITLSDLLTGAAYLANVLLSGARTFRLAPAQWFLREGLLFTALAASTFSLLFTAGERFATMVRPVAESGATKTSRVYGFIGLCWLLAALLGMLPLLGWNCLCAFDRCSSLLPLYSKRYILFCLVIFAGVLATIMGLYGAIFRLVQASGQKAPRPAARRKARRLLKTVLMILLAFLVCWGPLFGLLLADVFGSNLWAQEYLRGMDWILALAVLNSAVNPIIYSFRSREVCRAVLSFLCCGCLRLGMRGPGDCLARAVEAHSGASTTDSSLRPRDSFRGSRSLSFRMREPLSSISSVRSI
TRPML3 ag = agonists of human TRPML3 channel | Q8TDD5 | HEK293 TRPML3-YFP, Fluo-8 calcium fluorescence; 100% = the carbachol control signal | activation, % at 3 µM | 0.29% of 220,000 active | AID 1448;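 active = activation above its plate's cutoff, the mean activation of the plate's test wells plus 3 SD, cut at about 12% in these data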;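 note: 0% = DMSO only wells and 100% = carbachol wells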
Target sequence (Q8TDD5 whole entry, looked up): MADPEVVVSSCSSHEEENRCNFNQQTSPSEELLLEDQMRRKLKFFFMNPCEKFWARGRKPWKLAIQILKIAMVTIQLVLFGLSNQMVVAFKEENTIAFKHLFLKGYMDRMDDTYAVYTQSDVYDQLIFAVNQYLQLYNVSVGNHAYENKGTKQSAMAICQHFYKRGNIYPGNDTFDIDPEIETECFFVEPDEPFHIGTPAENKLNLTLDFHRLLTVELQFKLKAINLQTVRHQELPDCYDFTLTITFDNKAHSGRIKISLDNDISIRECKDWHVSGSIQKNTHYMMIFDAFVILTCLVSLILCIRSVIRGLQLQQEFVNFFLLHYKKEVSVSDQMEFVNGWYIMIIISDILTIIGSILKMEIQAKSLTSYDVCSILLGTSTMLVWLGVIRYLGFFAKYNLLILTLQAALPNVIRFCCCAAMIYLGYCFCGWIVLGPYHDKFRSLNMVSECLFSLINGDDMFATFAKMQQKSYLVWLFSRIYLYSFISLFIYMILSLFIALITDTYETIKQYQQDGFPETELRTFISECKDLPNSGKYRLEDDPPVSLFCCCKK
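Test system: HEK293 cells stably carrying human TRPML3-YFP; Doses: single dose, 3 µM final nominal compound, 0.3% DMSO final; Schedule: dye loading 1 h 37 °C then 30 min ambient, 125 s read; Technique: Fluo-8 calcium fluorescence; Benchmarks: high control carbachol 87 µM, low control DMSO.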
zfTRPN1 agonist = agonists of zebrafish TRPN1 channel. HEK293 zebrafish TRPN1-YFP, Fluo-8 calcium fluorescence; 100% = response to 87 µM carbachol. activation, % at 3 µM. 0.18% of 220,000 active;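 active = activation above its plate's cutoff, the mean activation of test wells on that plate plus 3 SD, cut at about 19% in these data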;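 note: 0% = DMSO alone and 100% = 87 µM carbachol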
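Control set: carbachol 87 µM as high control, DMSO as low control; system: HEK293 stable line with zebrafish TRPN1-YFP; read-out: % activation versus carbachol response; detection: intracellular calcium fluorescence with Fluo-8; doses: single test compound dose, 3 µM nominal, 0.3% DMSO; schedule: dye 1 h 37 °C plus 30 min RT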
NPY Y1 blocker = antagonists of human neuropeptide Y receptor Y1; 1% of 200,000 active; AID 1040; P25929; inhibition, % at 3.6 µM; HEK293-CNG Y1 cells, membrane potential fluorescence; NPY at EC95, then isoproterenol;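 active = inhibition above the campaign mean inhibition of all tested compounds plus 3 SD, cut at about 20% in these data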;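 note: 0% = DMSO wells given NPY plus isoproterenol and 100% = isoproterenol alone without NPY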
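Material: HEK293 Y1/CNG channel cell line | Also added: NPY (25 nM), isoproterenol (1 µM), Ro 20-1724 (25 µM) | Compound: One concentration, 3.6 µM, in 0.4% DMSO | Schedule: 3 h dye uptake, 1 h room-temperature compound, 45 min post-isoproterenol | Signal: Membrane-potential fluorescent dye readout | Read-out: % inhibition of NPY effect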
NPY1 pot ag = human NPY-Y1 potentiation or agonism, primary screen; activation, % at 3.6 µM; AID 1304; NPY-Y1 expressing cells, potentiator/agonist activation; 0.37% of 220,000 active; in the data active = activation above about 33%, passing the limit was not always enough;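 note: cells stimulated with NPY at EC10 then isoproterenol at EC100; 0% = low agonist plus stimulus and 100% = saturating agonist plus stimulus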
CHOP inh = blocks CHOP induction under ER stress. CHO-K1 CHOP-promoter luciferase, tunicamycin-induced, 15-18 h. inhibition, % at 10 µM. 3.8% of 220,000 active. AID 2732;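 active = compounds that reduced the stress-induced luciferase reporter signal by more than about 70% of percent inhibition, limit read from the data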;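 note: 0% = tunicamycin plus vehicle and 100% = wells without tunicamycin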
S1P4 antag = blocks the human S1P4 receptor; O95977; AID 1510; 0.26% of 220,000 active; inhibition, % at 4.98 µM; S1P4-expressing cells, antagonist mode, reporter read-out; in the data active = inhibition above about 29%;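 note: 0% = wells stimulated with agonist and 100% = vehicle wells without agonist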
NPY-Y2 PAM-ag = potentiators or agonists of human neuropeptide Y receptor Y2; activation, % at 3.6 µM; cells expressing NPY-Y2, potentiator/agonist read-out; P49146; 0.45% of 220,000 active; in the data active = activation above about 27%;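 note: cells stimulated with NPY near EC25 plus isoproterenol at EC100; 0% = vehicle plus submaximal agonist and 100% = vehicle plus saturating agonist; some results beyond the cut were filed as inactive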
EP2 modulator = EP2 receptor (human) modulation; induction, % at 25 µM; AID 940; P43116; 0.83% of 260,000 active; EP2-expressing cells, cAMP HTRF FRET, PGE2 co-stimulation;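 active = compounds whose cAMP rise, as percent of the full-agonist control response, exceeds 60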;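 note: rat C6 glioma line stably carrying human EP2 under a CMV promoter; the protocol text gives 20 µM as final concentration; 100% = response of wells given 1 µM PGE2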
Active calls of the source: *; . = no result given; & = joins results of further samples.

The opening 6 records as a preview:
SMILES	S1P4 agonist	TRPML3 ag	zfTRPN1 agonist	NPY Y1 blocker	NPY1 pot ag	CHOP inh	S1P4 antag	NPY-Y2 PAM-ag	EP2 modulator
O=C(NC1CCCCC1)C(c1cccnc1)N(CCc1ccccc1)C(=O)Cc1cccs1 (configuration not stated)	0.9	0.1	-1.1	5	-24	12	7	-1	21
CCOC(=O)N1CCC(Nc2cc(C)nc3c(-c4ccccc4OC)c(C)nn23)CC1	-0.4	0.4	-0.1	-4	-3	26	-3	-6	8
CN(C(=O)/C=C/c1ccc([N+](=O)[O-])s1)c1ccccc1	-1.3	1.0	-2.1	5	-12	-44	-2	-11	-34
C=CCCCCCCCCc1nc(SCC(C)=O)n[nH]1	-0.8	-0.9	-0.1	.	4	34	3	13	19
CC1CC(C)(C)NC(=S)N1CCC(=O)N1CCN(Cc2ccccc2)CC1 (configuration not stated)	-0.6	0.2	0.8	1	-6	-6	-11	0	15
O=C(CSc1nccn1Cc1ccccc1)Nc1nccs1	-0.8	0.8	-0.3	0	-24	-16	4	-11	7

Results, from the start:
SMILES	S1P4 agonist	TRPML3 ag	zfTRPN1 agonist	NPY Y1 blocker	NPY1 pot ag	CHOP inh	S1P4 antag	NPY-Y2 PAM-ag	EP2 modulator
O=C(NC1CCCCC1)C(c1cccnc1)N(CCc1ccccc1)C(=O)Cc1cccs1 (configuration not stated)	0.9	0.1	-1.1	5	-24	12	7	-1	21
CCOC(=O)N1CCC(Nc2cc(C)nc3c(-c4ccccc4OC)c(C)nn23)CC1	-0.4	0.4	-0.1	-4	-3	26	-3	-6	8
CN(C(=O)/C=C/c1ccc([N+](=O)[O-])s1)c1ccccc1	-1.3	1.0	-2.1	5	-12	-44	-2	-11	-34
C=CCCCCCCCCc1nc(SCC(C)=O)n[nH]1	-0.8	-0.9	-0.1	.	4	34	3	13	19
CC1CC(C)(C)NC(=S)N1CCC(=O)N1CCN(Cc2ccccc2)CC1 (configuration not stated)	-0.6	0.2	0.8	1	-6	-6	-11	0	15
O=C(CSc1nccn1Cc1ccccc1)Nc1nccs1	-0.8	0.8	-0.3	0	-24	-16	4	-11	7
O=C(CN1CCN(c2ccccc2F)CC1)Nc1nnc(C(F)(F)F)s1	-1.4	2.2	1.6	12	-23	1	-3	-36	-7
Cc1cc([N+](=O)[O-])nn1Cc1c(F)c(F)c(F)c(F)c1F	2.0	0.2	-0.3	6	2	12	-8	3	34
Cc1ccnc(NC(=O)CCC(=O)N(CC(=O)NC2CCCCC2)Cc2ccccc2)c1	1.2	0.6	3.5	-5	20	47	-9	2	21&10
O=C(Nc1ccc([N+](=O)[O-])cn1)c1ccc(Br)o1	0.9	0.6	1.7	-3	19	-34	-12	5	-11
NC(=O)C1CCN(C(=O)/C=C/c2ccccc2[N+](=O)[O-])CC1	-0.2	0.5	2.3	.	11	8	-9	-13	22
COc1ccc(N(C)S(=O)(=O)c2cccc(C(=O)NC3CCCC3)c2)cc1	0.3	0.5	-2.0	20	-4	29	-9	-27	-16
CCc1cc(=O)oc2cc(C)c(CN3CCCCC3)c(O)c12	0.0	-1.1	-0.5	1	-2	22	1	9	37
COCC(C)N=C1NN=C(c2c[nH]c3ccccc23)CS1 (configuration not stated)	-0.4	1.2	0.5	-6	2	-20	1	10	3
O=[N+]([O-])c1cc(S(=O)(=O)N2CCCC2)ccc1N/N=C/c1cccnc1	0.6	0.5	-0.8	-2	2	33	-16	13	-5
Cc1cc(N(CCO)CCO)nc(-n2nc(C)cc2C)n1	0.6	0.3	0.1	1	5	20	4	-13	-3
CCN(CC)C(=O)CN(c1cc2c(cc1OC)oc1ccccc12)S(=O)(=O)c1ccccc1	-1.1	2.1	-0.6	8	-9	10	-16	8	0
O=C(C1CCCCC1)N1CCN(c2ccnc3cc(Cl)ccc23)CC1	-0.3	1.0	6.7	.	-12	52	-6	-17	-65
CCNC(=O)NNC(=O)C1CC(c2cccs2)=NO1 (configuration not stated)	-1.3	0.5	1.1	-2	-10	14	-2	-15	5
CCOc1cc(NC(=S)NCCc2ccccc2)c(OCC)cc1NC(C)=O	0.8	-0.8	0.1	9	11	3	-9	6	1
CN1/C(=C/c2cc[n+](C)c3ccccc23)C=Cc2ccccc21	0.6	0.2	-0.4	5	-13	37	-9	-2	-31
Cn1c(CCNC(=O)C2CCCCC2)nc2cc([N+](=O)[O-])ccc21	-0.3	0.9	0.7	2	-2	8	14	15	3
Nn1c(Cc2cccc3ccccc23)nnc1SCc1ccc(Cl)c(Cl)c1	-0.3	-0.3	-0.1	2	-4	33	-2	8	-44
COc1cccc(NC(=O)c2csc3c2CCCC3)c1	-0.2	-0.9	-1.8	9	-2	20	-12	-4	-50
O=[N+]([O-])c1ccccc1NCCOc1ccccc1	2.3	-0.6	-1.7	2	-3	43	-21	-2	27
CCCC(=O)Nc1nc2ccc(S(N)(=O)=O)cc2s1	-1.4	-0.3	-0.6	6	-13	32	-7	5	16
COc1ccc(NC(=S)Nc2ccc3snnc3c2)cc1	-0.5	0.3	1.4	-1	-14	-15	-1	-8	-78
CC(C)(C)c1[nH]nc2c1C(c1ccoc1)C(C#N)=C(N)O2 (configuration not stated)	-2.5	0.9	0.2	-1	-32	23	2	0	-15
O=C(Nc1ccccc1)C12CC3CC(C1)CC(n1cnc([N+](=O)[O-])n1)(C3)C2	0.3	-1.3	0.4	5	7	-11	7	13	-2
Cc1nc2ccccn2c1C(=O)NC1CCCc2ccccc21 (configuration not stated)	0.6	4.4	10	1	-14	30	-13	3	-26
OCC1(Cc2ccccc2)CCN(Cc2cc3ccccc3o2)CC1	-0.4	1.6	1.2	10	-15	20	11	-19	-47
CN(Cc1ccccc1)C(=O)COC(=O)c1cc(NS(=O)(=O)c2cccs2)ccc1O	0.6	2.8	8.0	-7	25	19	-10	35*	-34
COc1cccc(-c2nc(N3CC(C)CC(C)C3)c3ccccc3n2)c1O (configuration not stated)	1.1	-0.4	0.5	9	7	76*	-3	1	70*
O=C(Nc1nnc(SCc2ccccc2)s1)c1cccs1	-1.3	0.8	-0.3	0	-11	6	-5	-4	11
Cc1ccccc1-c1nnc(SCC(=O)Nc2c(C)n(C)n(-c3ccccc3)c2=O)o1	-1.7	1.2	-0.5	-3	4	.	-8	-2	.
O=C(O)COc1ccc2c3c(c(=O)oc2c1)CCC3	-0.1	1.1	1.2	3	18	40	14	-12	11
Cc1cccc(-n2c(O)c(C=Nc3ccc4c(c3)OCO4)c3ccccc3c2=O)n1	-1.4	-0.6	-0.7	3	-2	-10	11	1	15
Cc1ccc(CN2C(=O)CCC2C(=O)NCCCN2CCCC(C)C2)cc1 (configuration not stated)	-0.4	0.2	0.3	9	6	13	-14	10	27
CCn1cc(C(=O)NCc2ccco2)c(=O)c2cc(S(=O)(=O)N3CC(C)CC(C)C3)ccc21 (configuration not stated)	-2.5	-0.9	-0.6	13	-8	34	6	-7	-18
Cc1sc2ncnc(OCC(=O)NC(C)C(C)C)c2c1C (configuration not stated)	2.2	2.3	2.2	-4	22	18	-13	-5	0
CC(C)CCN(CCC(C)C)C/C(O)=C(\C#N)c1nc(-c2ccccc2)cs1	1.1	0.0	-0.3	-2	-8	36	11	-1	-22
COc1ccc(-c2nc(SCC(=O)Nc3cc(C)on3)n[nH]2)cc1	-0.3	-0.6	-1.1	-4	-1	11	2	-8	-9
CCOC(=O)N1CCN(S(=O)(=O)c2ccc(OCC)c3ccccc23)CC1	1.5	-0.8	-0.2	1	0	62	-18	-1	-11
COc1ccc(CCNC(=O)C2CCN(C(=O)c3ccc([N+](=O)[O-])cc3)CC2)cc1	-0.4	0.6	1.7	3	0	-4	-4	-3	-27
c1ccc(-c2csc(N3CCCCCC3)n2)cc1	3.7	0.9	-1.1	8	-1	47	-9	-1	9
Cc1ccc2c(n1)sc1c(-c3ccc(Br)cc3)c(C#N)c(N)nc12	2.7	0.0	0.5	6	-5	82*	-5	-8	-8&4
COc1ccccc1N1CCN(C(=O)/C=C/c2ccc3c(c2)OCO3)CC1	2.4	0.0	-0.5	6	-15	16	-21	-14	-38
CN(C)c1ccc(C(=S)N2CCNCC2)cc1	-0.3	0.7	0.1	1	4	11	6	-2	-4
Oc1ccccc1C=NCC(O)c1ccccc1 (configuration not stated)	-0.5	0.4	-0.2	7	-7	12	-10	5	44
NC(=O)COC(=O)c1ccccc1Nc1ccc(SC(F)F)cc1	-0.1	0.1	0.4	2	-5	-16	-9	-2	-7
Cc1ccc(NC(=O)CCn2cnc3ccccc3c2=O)c(C)c1	0.1	0.5	-1.6	3	7	0	1	6	-6
c1csc(-c2noc(CN3CCN4CCCC4C3)n2)c1 (configuration not stated)	0.4	0.5	1.7	0	4	14	6	-7	7
O=C(Nc1cc(C(F)(F)F)ccc1Cl)c1cc2nc3c(c(C(F)(F)F)n2n1)CCCC3	-1.3	0.8	1.8	-2	15	-27	11	14	26
COc1ccccc1C(=O)N/N=C/c1cnc2ccccc2n1	3.6	-0.6	-0.7	3	-2	-17	6	15	14
COc1ccc(OC)c(N(CC(=O)NC2CC2)S(=O)(=O)c2ccc(C)cc2)c1	0.2	0.3	0.2	-9	-7	6	-4	-12	14
CCCCCCC(=O)N(O)C1CC(=O)N(c2ccccc2)C1=O (configuration not stated)	2.7	-0.2	-1.6	2	-15	106*	0	-12	1
Cc1nc2c(c(C)nn2-c2ccccc2)c(C)c1CCC(=O)Nc1ccc(CN2CCCC2)cc1	-1.5	1.5	3.0	.	3	-5	12	-8	-81
O=C(CSc1ncn[nH]1)Nc1nnc(-c2ccccc2)s1	2.4	0.8	1.6	8	14	-25	-66	-3	1
COc1ccccc1C(=O)n1nc(-c2ccccc2)nc1N	7.8	-0.8	-1.9	-3	-18	32	-26	9	-5
COc1ccc(Nc2oc(COc3ccc(C)cc3)nc2C#N)cc1	-0.9	0.2	-2.6	9	-7	64	11	7	-56

Whole records, looked up by structure. Order of values: S1P4 agonist | TRPML3 ag | zfTRPN1 agonist | NPY Y1 blocker | NPY1 pot ag | CHOP inh | S1P4 antag | NPY-Y2 PAM-ag | EP2 modulator
Entry for c1csc(-c2noc(CN3CCN4CCCC4C3)n2)c1 (configuration not stated) : 0.4 | 0.5 | 1.7 | 0 | 4 | 14 | 6 | -7 | 7
Entry for COc1ccccc1C(=O)n1nc(-c2ccccc2)nc1N : 7.8 | -0.8 | -1.9 | -3 | -18 | 32 | -26 | 9 | -5
